# High-throughput results (PubChem)
# M1 ag parental: M1 agonist counterscreen hit in parental CHO-K1 cells; Fluo-8 calcium fluorescence; scaled to maximal ATP response, vehicle zero; 360,000 compounds, 0.48% hits; AID 602248; activation, % at 3 µM; in the data active = activation above about 15%;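 note: untransfected CHO-K1 host cells lacking M1 receptor as counterscreen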
# CHO-K1 Ca antag: nonselective inhibitor or artifact in parental CHO-K1 cells; inhibition, % at 3 µM; AID 602250; ATP-induced calcium, Fluo-8 fluorescence; 360,000 compounds, 0.6% hits;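 active = inhibition above a per-plate cutoff, the plate's mean sample inhibition plus 3 SD, cut at about 24% in these data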;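 note: 0% = DMSO plus EC80 ATP and 100% = DMSO alone without ATP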
# OXTR ag: human OXTR agonism; activation, % at 3 µM; P30559; 320,000 compounds, 0.32% hits; CHO-OTR cells, Fluo-8 calcium fluorescence; normalized: DMSO 0%, oxytocin 100%;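 active = activation above the mean of all tested compounds plus 3 SD, cutoff set per screening run, cut at about 20% in these data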;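 note: peak over basal fluorescence ratio from a 100 s FLIPR kinetic read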
# GPR7 antag: antagonists of human GPR7 (neuropeptides B/W receptor 1); P48145; inhibition, % at 4.4 µM; AID 1861; 290,000 compounds, 1.1% hits; GPR7-expressing cells, fluorescence antagonist assay; in the data active = inhibition above about 16%, passing the limit was not always enough;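 note: cells stimulated with the agonist NPW; 0% = agonist with vehicle and 100% = vehicle without agonist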
# Target sequence (P48145 whole entry, looked up): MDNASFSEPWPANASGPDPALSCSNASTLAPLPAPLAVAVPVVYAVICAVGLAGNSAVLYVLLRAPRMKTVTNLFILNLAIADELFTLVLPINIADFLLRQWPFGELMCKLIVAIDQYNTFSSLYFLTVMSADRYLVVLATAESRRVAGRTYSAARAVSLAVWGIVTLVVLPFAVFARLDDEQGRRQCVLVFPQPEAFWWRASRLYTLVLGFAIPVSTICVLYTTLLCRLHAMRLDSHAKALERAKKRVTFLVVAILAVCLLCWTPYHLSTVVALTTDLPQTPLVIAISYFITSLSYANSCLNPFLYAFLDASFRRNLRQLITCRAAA
# CHO parental Ca: counter-screen: ATP calcium response change in parental CHO cells; parental CHO-K1, ATP-induced calcium, Fluo-8 fluorescence; inhibition, % at 5.6 µM; 330,000 compounds, 0.63% hits; AID 463079;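 active = inhibition above that plate's mean sample inhibition plus 3 SD, cut at about 26% in these data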;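 note: 0% = ATP-challenged DMSO wells and 100% = DMSO wells without ATP; some compounds past the cut are filed as inactive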
#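 Measured by: calcium-sensitive Fluo-8 fluorescence / Test system: CHO parental line / Controls: ATP-challenged DMSO wells low, unchallenged DMSO wells high / Measure: % inhibition / Compound: single nominal dose of 5.6 µM per compound / Replicates: single well per compound, no replicates / Reagent: ATP as calcium-mobilizing challenge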
# CHO-K1 Ca PAM: M1 PAM counterscreen hit in parental CHO-K1 cells; ATP EC20, Fluo-8 calcium fluorescence; 0% at ATP EC20, 100% at ATP max; activation, % at 3 µM; 360,000 compounds, 0.02% hits; AID 602247;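 active = activation above the run cutoff, the mean activation of all test compounds plus 3 SD, cut at about 40% in these data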;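 note: peak over basal fluorescence ratio in a 140 s read after ATP addition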
# OXTR potentiator: human OXTR potentiation. P30559. CHO-OTR cells, Fluo-8 calcium fluorescence, potentiator mode; 0% = oxytocin EC15, 100% = EC100. activation, % at 3 µM. AID 2445. 320,000 compounds, 0.061% hits;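 active = activation above that plate's cutoff, the mean activation of tested compounds plus 3 SD, cut at about 6.6% in these data, passing the limit was not always enough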;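 note: 100% uses oxytocin at 75 nM as the full agonist control; some results filed as inactive read as strong as hits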
#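 Material: CHO-OTR cells, human receptor; compound dosing: single dose, 3.0 µM nominal final compound concentration; schedule: 6 min compound pre-incubation at room temperature, 100 s kinetic read; measured by: kinetic Fluo-8 calcium fluorescence; read-out basis: % activation vs EC15 and EC100 oxytocin; controls: EC15 oxytocin alone as 0%, 75 nM oxytocin as 100%; replicates: singlicate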
# TAAR1 antagonist: antagonists of human TAAR1; inhibition, % at 3 µM; Q96RJ0; CHO RD-HGA16 TAAR1, Fluo-8 calcium fluorescence, antagonist; AID 624466; 360,000 compounds, 1.5% hits;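 active = inhibition above a per-plate cutoff, the mean inhibition of test compounds on that plate plus 3 SD, cut at about 49% in these data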;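 note: 0% = DMSO plus EC80 beta-PEA response and 100% = DMSO alone without agonist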
# Target sequence (Q96RJ0 whole entry, looked up): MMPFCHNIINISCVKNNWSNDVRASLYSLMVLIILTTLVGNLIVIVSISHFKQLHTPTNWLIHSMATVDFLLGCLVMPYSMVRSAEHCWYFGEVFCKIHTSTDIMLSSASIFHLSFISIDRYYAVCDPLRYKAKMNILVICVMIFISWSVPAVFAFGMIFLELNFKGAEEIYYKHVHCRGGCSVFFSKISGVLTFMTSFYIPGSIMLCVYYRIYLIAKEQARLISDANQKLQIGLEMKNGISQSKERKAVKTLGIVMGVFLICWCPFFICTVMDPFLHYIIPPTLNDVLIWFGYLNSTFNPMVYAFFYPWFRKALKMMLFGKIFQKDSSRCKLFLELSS
#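 Test system: RD-HGA16 CHO cells with stable hTAAR1 and Gα16 / Probe or stimulus: EC80 β-phenethylamine stimulus / Times: seeding 17-24 h prior, 75-min 37 °C, 30-min RT dye loading / Detection: Fluo-8 calcium-sensitive fluorescence / Read-out basis: % inhibition scaled between DMSO and EC80 PEA controls / Repeats: singlicate, one well per test compound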
# V1R ag counter: V1a receptor agonism, counter-screen for OXTR agonists; activation, % at 3 µM; AID 2797; 320,000 compounds, 0.25% hits; P37288; CHO-V1R cells, Fluo-8 calcium fluorescence, agonist mode; 0% DMSO, 100% 3 nM vasopressin;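 active = activation above the mean activation of all tested compounds plus 3 SD, per screening run, cut at about 20% in these data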;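 note: signal is peak over basal fluorescence ratio across a 100 second FLIPR read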
# Target sequence (P37288 whole entry, looked up): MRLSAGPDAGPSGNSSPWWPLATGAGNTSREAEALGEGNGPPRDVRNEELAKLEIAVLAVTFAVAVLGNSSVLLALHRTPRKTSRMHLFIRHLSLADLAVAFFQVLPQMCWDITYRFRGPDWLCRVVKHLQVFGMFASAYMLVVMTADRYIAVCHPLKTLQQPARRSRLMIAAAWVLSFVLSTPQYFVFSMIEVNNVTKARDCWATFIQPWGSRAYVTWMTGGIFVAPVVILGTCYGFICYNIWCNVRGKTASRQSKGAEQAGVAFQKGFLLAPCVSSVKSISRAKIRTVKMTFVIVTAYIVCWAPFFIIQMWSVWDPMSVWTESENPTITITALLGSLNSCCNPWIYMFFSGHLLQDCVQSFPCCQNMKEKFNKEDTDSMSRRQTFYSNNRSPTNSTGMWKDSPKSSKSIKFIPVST
# * = called active by the depositor; · = not tested or not shown.
SMILES,M1 ag parental,CHO-K1 Ca antag,OXTR ag,GPR7 antag,CHO parental Ca,CHO-K1 Ca PAM,OXTR potentiator,TAAR1 antagonist,V1R ag counter
O=S(=O)(NCC(c1ccco1)N1CCOCC1)c1ccc(Cl)cc1 (stereo not drawn),0.9,-13,0.9,-4,-8,9,2,-6,0.1
COc1cc(/C=C2/SC(=S)N(CC(=O)O)C2=O)ccc1OCC(=O)Nc1ccc(C)c(C)c1,1.4,3,0.7,-12,0,2,-8,-16,1.4
O=C(O)c1cc(/C=C/c2ccc(N3CCOCC3)cc2)nc2ccccc12,1.9,-7,0.8,9,-4,-9,0,-13,1.3
O=C(O)C1CSC(c2ccccc2Cl)N1C(=O)c1ccc(Cl)cc1 (stereo not drawn),0.1,-7,-0.8,2,-2,12,-4,3,0.1
Cc1ccc(Nc2ccc(-n3ccnc3)nn2)cc1C,-0.1,-7,-2.1,8,-27,3,-6,5,-0.8
N#Cc1c(-c2ccccc2)nc(SCC(=O)Nc2ccccc2)[nH]c1=O,0.1,1,-0.1,-5,-5,15,2,-3,-0.7
COc1ccc(C2(CNC(=O)c3cccs3)CCOCC2)cc1,0.0,-19,-0.5,-11,-11,13,8,2,0.1
COc1ccc(CN=C2NN=C(c3cccc(OC)c3)CS2)cc1,2.7,-12,-1.4,-5,-14,20,-20,8,-0.9
Cc1cc(-c2nc(-c3ccc(C(C)(C)C)cc3)no2)no1,0.4,-5,1.3,-10,4,16,-6,-27,0.4
NS(=O)(=O)c1ccc(NC(=O)COC(=O)COc2ccc(Br)cc2)cc1,0.5,-8,1.3,-17,-1,17,-5,-4,0.4
N#Cc1ccc(NC(=O)CN2CCN(c3ccccn3)CC2)cc1,1.5,-10,-0.4,-5,-13,-7,-8,-1,1.4
CCN(CC)C(=O)c1ccc2c(=O)n(CCOC)c(=S)[nH]c2c1,1.4,-3,3.0,6,-17,15,-4,18,1.1
CO[C@H]1O[C@@H]2O[C@@]3(C)CC[C@H]4[C@H](C)CC[C@@H]([C@H]1C)[C@@]24OO3,·,·,-1.8,·,-5,·,-2,·,-0.6
CC/C(=N\NC(=O)CSc1ncccn1)c1ccc2c(c1)OCCO2,-0.2,26*,-0.9,0,0,-9,-4,9,-0.9
CCCn1nc(NC(=O)c2ccco2)c2cc3ccccc3nc21,3.5,-2,-2.2,-16,-8,9,-2,28,-0.8
COc1ccc(NC(C)=O)cc1NC(C)C(=O)Nc1ccccc1F (stereo not drawn),0.0,-3,2.1,0,13,-3,-4,-13,0.1
CCN=c1scc(-c2ccco2)n1/N=C/c1ccc(O)cc1,-0.1,14,0.1,-4,-5,3,6,-8,-1.2
Cc1ccn2cc(C(=O)NC3CCN(Cc4ccccc4)CC3)nc2c1,-0.2,-3,0.2,-8,1,4,-1,-10,0.1
CC1CCc2c(C(=O)NCCCN3CCOCC3)csc2C1 (stereo not drawn),0.1,-27,0.1,7,-17,16,3,-11,0.2
Cc1ccc(NC(=O)CCNC(=O)Nc2ccccc2)cc1S(=O)(=O)N(C)C,-0.1,-13,1.6,·,-10,-3,-6,8,1.0
CC(CCc1ccccc1)NC(=O)C1CCN(c2nnc(-n3cccc3)s2)CC1 (stereo not drawn),-0.1,3,-1.3,0,-7,-5,-4,-28,-0.5
Fc1ccc2cnc(-c3ccccc3F)cc2c1,0.1,-17,-1.8,·,-14,15,7,23,-0.8
Cc1n[nH]c(C)c1CCCCOc1ccccc1,7.0,-15,1.9,0,-3,21,-4,20,3.5
CC1CCN(C(=S)NC2CC3CCC2C3)CC1 (stereo not drawn),0.0,12,-1.6,-4,-10,-10,-7,-17,-0.4
O=C(OCC(=O)N1CCOCC1)C(c1ccccc1)c1ccccc1,0.2,16,·,-11,·,-5,·,-11,·
Nc1nc(NCc2ccco2)nc(N2CCOCC2)c1[N+](=O)[O-],2.3,-4,0.9,0,-3,19,2,-32,0.7
Cc1cc2c(cc1C)NC(=O)CC(C(F)(F)C(F)(F)C(F)(F)F)=N2,0.1,-2,1.2,-3,8,-1,-22,-13,0.4
Cc1cc(C2=CC(C)(c3cc(C)oc3C)Nc3nc(C(F)(F)F)nn32)c(C)o1 (stereo not drawn),·,·,0.1,-10,-13,·,-3,·,-0.2
O=c1cc(CSc2ccccn2)[nH]c(=O)[nH]1,0.3,-4,0.6,-3,-13,15,-6,-7,0.6
CCOc1ccc(NC(=O)CCN2CCN(S(=O)(=O)c3ccc(OC)cc3)CC2)cc1,1.3,-18,-0.1,0,-3,-13,-3,-14,7.6
Cc1nc(-c2ccc(S(=O)(=O)N3CCN(Cc4ccccc4)CC3)s2)cs1,4.1,-8,1.2,-24,-28,-2,-13,12,1.5
COc1ccc2c(CN3CCN(c4ccccc4F)CC3)cc(=O)oc2c1,0.6,10,·,·,·,6,·,5,·
COC(=O)c1ccc(N2CCCCC2)c(NC(=O)c2ccco2)c1,-2.0,-18,-2.0,-29,-43,13,-6,8,-1.4
O=C(CCSCCc1ccccn1)Nc1ccc(Br)cc1F,2.6,-11,-2.3,0,-26,19,-5,-1,1.9
Cc1cc(C(=O)O)c(CCCN)s1,0.4,-26,0.8,3,2,4,-1,-4,-0.5
COc1ccc2[nH]c3c(c2c1)CCN1C(=O)C(CC(=O)NCCN2CCOCC2)C[C@H](C(=O)N(C(C)C)C(C)C)[C@@]31C (stereo partly drawn),0.8,-6,·,·,-6,21,·,-2,·
COC(=O)c1ccc(NC(=O)C23CC4CC(C2)CC(n2cncn2)(C4)C3)cc1,0.8,2,-0.2,1,-22,-3,-13,7,1.7
COCCn1c(-c2ccccc2)nc2ccccc21,0.2,-10,-1.9,-1,-3,15,1,8,0.1
CN(Cc1cccs1)C(=O)CCc1ccc(S(=O)(=O)N2CCOCC2)cc1,0.8,-11,1.1,19,2,18,-3,-6,1.6
CCc1nc2c(OCC(=O)c3ccc(F)cc3)cccn2c1N(C)C(=O)COc1ccccc1,3.5,-7,·,·,·,-3,·,28,·
Cn1c(NCc2ccccc2)cc(=O)n(C)c1=O,0.0,3,0.5,-8,-6,5,-1,0,1.6
CC(C)(C)S(=O)(=O)N1Cc2cc(CO)cc(CCO)c2[C@@H]1CCO,0.3,-2,·,·,·,-4,·,-9,·
O=C(COC(=O)CN1C(=O)c2ccccc2C1=O)NC1CCCC1,6.7,13,0.5,-5,7,-3,-5,-18,0.8
CCN(CC(=O)NCc1cccs1)S(=O)(=O)c1ccc([N+](=O)[O-])cc1,3.4,-10,-1.8,-8,-21,19,-13,-6,0.4
O=C(C1CCN(c2ncnc3c2nc2n3CCCCC2)CC1)N1CCN(c2ccc(F)cc2)CC1,4.0,-8,2.9,10,-20,12,-11,-35,5.2
CCn1c(SCC(=O)Nc2ccccc2OC)nc2ccccc2c1=O,0.6,6,-2.2,-2,-29,2,1,13,-2.4
Cc1ccc(S(=O)(=O)N(C)CC(=O)Nc2cccc(C)n2)cc1,0.6,-4,-0.1,7,4,3,-6,8,0.9
Cc1cc(C)n2[nH]c(=O)c(N=Nc3cccc(C(F)(F)F)c3)c2n1,0.1,-13,-0.7,-7,-11,13,-5,15,0.0
O=c1c2cc(N3CCOCC3)ccc2[nH]c(=S)n1CCCN1CCCCCC1,-0.1,-2,-1.4,-6,-2,11,-2,5,-1.6
OC[C@H]1O[C@@H](c2nc3ccc(-c4nc(-c5ccc(Br)cc5)no4)cc3[nH]2)C[C@@H]1O,1.4,-14,·,·,·,12,·,33,·
CC(C)(C)c1ccc(C(=O)N2CCN(Cc3ccccc3)CC2)cc1,0.2,-10,-2.2,-3,-17,-2,-8,6,-0.9
O=C(c1ccc2nc(Cc3cccc(Cl)c3)oc2c1)N1CCC(CO)CC1,1.5,-11,0.2,1,-12,-12,-12,-11,2.3
NNC(=O)COc1ccc(F)cc1,0.1,9,-1.0,-13,-13,-5,-4,-16,-0.5
Cc1ccccc1NC1=NC(=S)N(CC(N)=O)C12CCOC(C)(C)C2 (stereo not drawn),0.1,9,0.6,-9,3,-27,-5,-6,0.0
CCCC[C@@]1(C2CCCC2)Cc2cc(OCC(=O)O)c(Cl)c(Cl)c2C1=O,-0.1,-4,-1.8,·,-17,9,-4,-10,0.2
CCOC(=O)c1ccc(NCc2cccnc2)cc1,-0.1,15,-1.0,-2,-11,-15,-14,-6,0.6
CN(C)C(CNc1ncnc2sccc12)c1ccccc1 (stereo not drawn),0.4,5,0.9,12,-13,-14,-9,2,0.3
Cc1ccc(C)c(-n2cc(CN3CCN(C(=O)c4ncn[nH]4)CC3)c(-c3ccccc3)n2)c1,0.6,-3,1.3,0,-13,13,3,1,1.3
CCOC(=O)c1cccc(NC(=O)CS(=O)(=O)Cc2nc(-c3cccc(OC)c3)oc2C)c1,0.9,-18,-0.9,-2,-17,28,0,6,-0.5
O=C(CCn1nc(-c2ccccc2)ccc1=O)NCCCN1CCCCCC1,0.1,-3,-0.9,-1,-7,19,-3,0,0.5

# An excerpt from above, showing only M1 ag parental, GPR7 antag and V1R ag counter.
SMILES	M1 ag parental	GPR7 antag	V1R ag counter
Cc1ccccc1NC1=NC(=S)N(CC(N)=O)C12CCOC(C)(C)C2 (stereo not drawn)	0.1	-9	0.0
O=C(CCn1nc(-c2ccccc2)ccc1=O)NCCCN1CCCCCC1	0.1	-1	0.5

# Other structures:
SMILES,M1 ag parental,CHO-K1 Ca antag,OXTR ag,GPR7 antag,CHO parental Ca,CHO-K1 Ca PAM,OXTR potentiator,TAAR1 antagonist,V1R ag counter
CC1=C(C(=O)Nc2cc(C)ccc2C)C(c2cccs2)NC(=S)N1 (stereo not drawn),0.8,-8,0.9,-2,-11,20,-5,15,0.5
Cc1ccc(S(=O)(=O)N2CCCC2)cc1S(=O)(=O)N1CCCC1,0.4,-10,0.4,-9,-13,-16,-15,-30,1.4
COCc1ccc(CN2CCC(n3nccc3NC(=O)c3ccc4c(c3)OCO4)CC2)o1,0.0,1,·,·,·,0,·,-9,·
O=C(COc1ccc(S(=O)(=O)NC2CCCCC2)cc1)NC1CCCC1,0.9,-6,-0.5,17,-4,-3,-8,1,1.3
O=C(NNC(=O)c1csc(-c2cccnc2)n1)Nc1ccc(Cl)cc1,0.5,10,1.6,-6,-4,-11,-4,4,1.6
COc1ccc(N2C(=O)C(O)C2c2ccc(C)cc2)cc1 (stereo not drawn),1.6,-12,1.5,-13,-7,10,-5,10,1.0

# Compounds as they come (roughly 3.5% active in at least one column).
